HP1b binding inh – inhibitors of HP1-beta chromodomain binding to methylated histone tails; P83916; AlphaScreen HP1-beta / biotin-H3K9me3 peptide binding; Potency, µM (top dose mostly 114 µM), without a hit: at the top dose activity change, negative = inhibition, most hits filed as inhibitors; 390,000 compounds, 0.56% hits; note: potency is the fitted concentration of half-maximal effect; nearly all actives have a fitted effect of over 70% in size; inactives centre near 23
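HP1-beta protein (50 nM final) preincubated 30 min at room temperature with biotinylated H3(1-18)K9me3 peptide (50 nM) in PBS pH 7.4, 0.01% Tween-20, then compound added for 30 min. AlphaScreen streptavidin donor/nickel chelate acceptor beads (10 ug/mL final), 30 min dark, luminescence read.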
Tb PGK inh – inhibitors of T. brucei phosphoglycerate kinase; 380,000 compounds, 0.043% hits; P07378; Potency, µM (titrated, usually from 57.5 µM), for the others: top-dose activity change, negative = inhibition, usual class: inhibitors; PGK/GAPDH coupled, Kinase-Glo luminescence, 60 min; AID 602233; note: potency is the fitted concentration of half-maximal effect; % is set by controls: 0 for no effect and ±100 for the full control effect; nearly all actives have a fitted effect of over 60% in size
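Recombinant glycosomal PGK reaction used 1,3-bisphosphoglycerate generated in-well by GAPDH (100nM final) in 100mM TEA pH 7.6, 5mM MgCl2, 0.01% Tween-20. After 60 minutes at room temperature, ATP was read by Kinase-Glo Plus luminescence end-point.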
ERG-DNA inh – inhibitors of human ERG Ets domain-DNA interaction; 370,000 compounds, 0.028% hits; fluorescence polarization, His-ERG Ets domain / labelled DNA; Potency, µM (top dose mostly 76.9 µM), inactives show at the highest dose FP activity, negative = inhibition, actives largely listed as inhibitors; P11308; active = well fitted inhibition curve with a large enough effect in the polarisation, with a control signal flat; inconclusive = small, poorly fitted or top-dose-only effect, or effect the other way, or a change in a side signal; inactive = no such curve, though single readings can be large or run the other way; the % refers to the polarisation;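 note: polarization taken with two DNA probes labelled with fluorescein and Texas red; potency is the fitted concentration of half-maximal effect; % of control where 0% means no effect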
Target sequence (P11308 whole entry, looked up, the tested form may be a part): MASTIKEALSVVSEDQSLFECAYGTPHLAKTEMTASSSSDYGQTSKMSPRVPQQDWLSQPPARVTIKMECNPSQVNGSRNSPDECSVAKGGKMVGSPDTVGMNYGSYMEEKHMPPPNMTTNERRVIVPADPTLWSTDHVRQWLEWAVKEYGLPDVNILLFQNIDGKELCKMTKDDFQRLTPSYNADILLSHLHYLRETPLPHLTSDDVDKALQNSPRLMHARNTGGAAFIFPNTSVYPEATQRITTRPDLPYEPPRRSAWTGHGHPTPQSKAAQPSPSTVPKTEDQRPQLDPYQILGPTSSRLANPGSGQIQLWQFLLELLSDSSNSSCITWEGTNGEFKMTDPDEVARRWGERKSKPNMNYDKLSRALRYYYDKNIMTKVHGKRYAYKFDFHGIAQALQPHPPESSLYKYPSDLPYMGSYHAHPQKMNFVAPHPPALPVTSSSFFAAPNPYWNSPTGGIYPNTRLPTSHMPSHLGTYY
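His-tagged ERG Ets domain (1 uM in the protein solution; 300mM KCl, 50mM Tris-HCl, 1mM EDTA, 1mM DTT, pH 7.5) received compound, then a probe mix of 5 nM fluorescein-DNA and 100nM Texas-615-DNA. Fluorescence polarization was read for both dyes.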
Pin1 inh – blocks the human prolyl isomerase Pin1. Q13526. Pin1 FP peptide displacement, HiFluor488, 10 min. Potency, µM (highest dose often 115 µM), for the others: at the top dose activity, negative = inhibition, most hits filed as inhibitors. 390,000 compounds, 0.009% hits; active = well fitted inhibition curve with a large enough effect in the polarisation, with a control signal flat, not every such curve was filed as active; inconclusive = small, poorly fitted or top-dose-only effect, or effect the other way, or a change in a side signal; inactive = no such curve, though single readings can be large or run the other way; the % refers to the polarisation; note: potency is the fitted concentration of half-maximal effect; % is set by controls: 0 for no effect and ±100 for the full control effect
Target sequence (Q13526 whole entry, looked up): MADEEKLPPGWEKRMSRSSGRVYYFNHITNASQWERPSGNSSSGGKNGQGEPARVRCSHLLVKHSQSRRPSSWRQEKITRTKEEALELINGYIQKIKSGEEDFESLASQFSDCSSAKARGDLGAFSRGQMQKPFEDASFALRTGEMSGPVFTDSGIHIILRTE
PI4K2A block – PI4K2A (human) kinase inhibition; 420,000 compounds, 0.13% hits; Q9BTU6; activity change, negative = inhibition, % at 76.9 µM; purified PI4K2A, ADP-Glo luminescence, 1 h; stronger effect = lower value; AID 1346378; in the data active = activity change below about -50%; inconclusive = mostly about -30% to -49%;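 note: -100% = wells without enzyme as full effect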
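ADP-Glo luminescence measured ADP generated by PI4K2A enzyme (4 ug/mL before mixing) with 1.2 mM PI substrate (pre-mix) and 300 microM ATP (pre-mix). Tris pH7.5 buffer with MgCl2, Triton X-100; 1 h reaction at ambient temperature.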
BAZ2B block – inhibitors of human BAZ2B bromodomain | Potency, µM (doses to about 114 µM), for the others: at the highest dose activity change, negative = inhibition, usual class: inhibitors | 360,000 compounds, 4.4% hits | Q9UIF8 | AlphaScreen BAZ2B-H3K14Ac peptide displacement; note: potency is the fitted concentration of half-maximal effect; % is set by controls: 0 for no effect and ±100 for the full control effect; nearly all actives have a fitted effect of over 60% in size
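Multi-concentration screen (max 110 uM) measuring displacement of acetylated histone H3 peptide from BAZ2B by AlphaScreen, using 50 nM protein, 50 nM peptide and 10 ug/mL streptavidin donor plus Ni-chelate acceptor beads.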
GLS inhibitor – inhibitors of human glutaminase (GLS); Potency, µM (top dose mostly 45.5 µM), for the others: at the top dose activity change, negative = inhibition, most hits filed as inhibitors; GLS enzymatic activity, qHTS titration; 410,000 compounds, 0.21% hits; O94925; note: potency is the fitted concentration of half-maximal effect; % is set by controls: 0 for no effect and ±100 for the full control effect
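hKGA in 45 mM KH2PO4 (pH 8.2), 0.02% Tween-20 with compound, then 1mM L-Glutamine (stock as added) plus glutamate oxidase/HRP/Amplex red coupling mix. Fluorescence read initially and after 30 min at RT; signal change reflects glutamate formation.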
G9a block – G9a (human) methyltransferase inhibition; Q96KQ7; G9a H3K9 monomethylation, AlphaScreen, 2 h; Potency, µM (titrated, usually from 102 µM), inactives show at the highest dose activity, negative = inhibition, actives largely listed as inhibitors; 350,000 compounds, 8.8% hits; note: potency is the fitted concentration of half-maximal effect; % is set by controls: 0 for no effect and ±100 for the full control effect; nearly all actives have a fitted effect of over 75% in size
Target sequence (Q96KQ7 913-1193 limits assumed): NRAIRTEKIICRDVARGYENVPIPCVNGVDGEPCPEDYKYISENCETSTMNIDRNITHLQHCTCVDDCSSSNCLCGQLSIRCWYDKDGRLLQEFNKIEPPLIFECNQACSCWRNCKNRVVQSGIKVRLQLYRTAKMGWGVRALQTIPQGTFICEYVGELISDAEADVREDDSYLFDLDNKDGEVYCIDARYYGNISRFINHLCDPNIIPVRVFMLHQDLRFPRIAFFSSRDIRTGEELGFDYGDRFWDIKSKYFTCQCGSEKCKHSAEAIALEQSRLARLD
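Signal arises when biotinylated H3K9 peptide, once monomethylated, bridges streptavidin donor and antibody-captured acceptor beads. Enzyme at 20 nM was preincubated 15 min with test compounds; peptide 500 nM and SAM 20 uM then reacted for 2 h.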
JMJD2A Tudor – JMJD2A Tudor domain (human) inhibition; AID 504339; Potency, µM (titrated, usually from 114 µM), inactives show at the top dose activity change, negative = inhibition, usual class: inhibitors; AlphaScreen JMJD2A-Tudor / H3K4me3 peptide binding; 390,000 compounds, 4.4% hits; note: potency is the fitted concentration of half-maximal effect; % is set by controls: 0 for no effect and ±100 for the full control effect; nearly all actives have a fitted effect of over 50% in size
Starred values were filed as active, the others as inactive; i = inactive; ? = inconclusive; nt = no result given; & = joins results of further samples; [ ] = dose if it differs, or a comment. Unless noted, calls come from the whole dose curve; as a rule, active = well fitted curve in the direction sought with a large enough effect; inconclusive = small, poorly fitted or top-dose-only effect, or another doubt; inactive = no such curve, though single readings can be large; an effect the other way counts as inactive or inconclusive.

| structure | HP1b binding inh | Tb PGK inh | ERG-DNA inh | Pin1 inh | PI4K2A block | BAZ2B block | GLS inhibitor | G9a block | JMJD2A Tudor |
| --- | --- | --- | --- | --- | --- | --- | --- | --- | --- |
| COC(=O)c1sc2cccc(F)c2c1S(=O)(=O)N1CCN(c2cccc(C)c2)C(C)C1 (stereo not drawn) | 33% | -7% | 0% | -1% | 7 | -35% | 3% | -38%[59 µM] | -29% |
| CC(=O)Nc1cc(C(=O)N(C)Cc2ccco2)ccc1Sc1ccc(C)cc1 | 8% | -4% | -6% | -3% | 2 | -26% | 0% | 1%[59 µM] | -27% |
| CC(Nc1n[nH]c(=S)[nH]c1=O)C(=O)OCc1ccccc1 (stereo not drawn) | 10% | 0% | -3% | -23% | 0 | 4% | 14% | -10%[59 µM] | -24% |
| O=C(Nc1ccc(-c2ccc3nncn3n2)cc1)c1ccc(Br)o1 | 63%[activator] | -4% | 7% | ? | -6 | -34% | -8% | -28% | -15% |
| Cc1ccc2c(c1)c(C)cc(=O)n2CCC(=O)O | -16% | -14% | nt | 5% | 0 | 50µM* | 16% | ? | 89µM* |
| CCCC(=O)N1c2ccccc2[C@@H](N(C(C)=O)c2ccccc2)C[C@H]1C | 27% | 1% | -2% | 1% | -2 | 12% | -1% | 9%[59 µM] | 5%[57.1 µM] |
| Cc1c(C(=O)O)cccc1[N+](=O)[O-] | 22% | -2% | 2% | 3% | 0 | ? | -10% | 2%[0.501 µM] | -8% |
| Cc1cc2oc(C(=O)Nc3ccc(S(=O)(=O)Nc4onc(C)c4C)cc3)cc(=O)c2cc1Cl | 6% | i | -1% | ? | -1 | -35% | 10% | nt | -16% |
| CC(C)(C)NC(=O)C(c1ccccc1)N(C(=O)C1CSC(=O)C1)c1ccccc1 (stereo not drawn) | 7% | nt | -10% | 3% | 9 | 11% | 0% | 9%[59 µM] | -10% |
| Cc1csc(=O)n1CCC(=O)OCc1nnc(-c2ccc([N+](=O)[O-])cc2)o1 | 8% | -7% | 10% | 3% | -3 | -6% | -2% | 17%[12.7 µM] | -18% |
| CCCn1c(N)c(N(CCOC)C(=O)c2cc3ccccc3cc2OC)c(=O)[nH]c1=O | 30% | -8% | 1% | 0% | 1 | 8% | 1% | -6%[12.7 µM] | 1% |
| CSc1cccc(NC(=S)N(CCCN2CCCC2)Cc2cccs2)c1 | -10% | 4% | -1% | -6% | 3 | ? | 2% | -4%[59 µM] | ? |

Remaining list, next part
| structure | HP1b binding inh | Tb PGK inh | ERG-DNA inh | Pin1 inh | PI4K2A block | BAZ2B block | GLS inhibitor | G9a block | JMJD2A Tudor |
| --- | --- | --- | --- | --- | --- | --- | --- | --- | --- |
| Cc1ccc(Cc2nc(-c3ccncc3)no2)cc1 | 53%[activator] | 8% | -6% | 3% | -21 | 4% | -1% | 4% | 10% |
| COc1ccccc1NC(=O)C1=C(C)Nc2nc(SCc3ccc(Cl)cc3)nn2C1c1ccccc1Cl (stereo not drawn) | 24% | -8% | -2% | 6% | 3 | -2% | 4% | -3%[59 µM] | -13% |
| O=C(Nc1ccccc1)Nc1nc(-c2ccc(F)cc2)cs1 | 35% | -2% | -2% | -1% | -4 | -16% | 0% | -5%[59 µM] | -23% |
| CCc1nc2sc3c(c2c(=O)n1NC(=O)CCl)CCCC3 | 34% | 0% | 2% | 2% | 1 | -1% | -8% | ? | -5% |
| O=C(Nc1cccnc1)c1cccc(S(=O)(=O)Nc2ccccc2F)c1 | 31% | -5% | 0% | -3% | 3 | -26% | ? | ? | -12% |
| S=C(NCc1ccco1)Nc1ccc(Br)cc1Cl | 2% | -9% | -4% | -2% | 2 | -35% | 7% | -5%[12.7 µM] | -21% |
| CCSc1nc(N)c(C#N)c(-c2ccccc2Cl)c1C#N | 59%[activator] | -4% | 3% | 45%[activator] | 1 | 11% | -6% | 16µM* | 1% |
| CC(=O)N(c1ccccc1C)C1CCCC1 | 30% | 10% | 1% | 10% | -1 | 5% | 0% | 4% | -3% |
| CCCNC(=O)C/C(C)=N/NC(=O)COc1ccc(C)cc1Br | 48%[activator] | -4% | -7% | 1% | 0 | -27% | 1% | 5% | -1% |
| O=C(COC(=O)c1cccnc1Cl)Nc1ncc(Cl)cc1Cl | 10% | -3% | 8% | -15% | -6 | -9% | 8% | -42% | -23% |
| CCOC(=O)c1ccccc1NC(=S)N1CC(C)CC(C)C1 (stereo not drawn) | 60%[activator] | -10% | 0% | -1% | -5 | 19% | 11% | 5% | 11% |
| CCCN(CCC)C(=O)c1ccc2c(c1)OCO2 | 32%[activator] | -6% | -6% | -6% | 2 | 5% | -1% | 18%[59 µM] | -9% |

Following part:
| structure | HP1b binding inh | Tb PGK inh | ERG-DNA inh | Pin1 inh | PI4K2A block | BAZ2B block | GLS inhibitor | G9a block | JMJD2A Tudor |
| --- | --- | --- | --- | --- | --- | --- | --- | --- | --- |
| O=[N+]([O-])c1cc(C(F)(F)F)ccc1NCC1CCCO1 (stereo not drawn) | -9% | 11% | -1% | 0% | 2 | -2% | ? | 6% | ? |
| O=C(Nc1ccccc1)O/N=C1/CCCc2occc21 | 44%[activator] | 0% | -4% | 3% | -2 | -16% | -7% | 17%[59 µM] | -18% |
| Cc1ccc(OCCCC(=O)N2CCN(S(=O)(=O)c3cccc(F)c3)CC2)cc1 | 35% | -3% | 6% | 6% | 1 | 5% | 7% | -18%[12.7 µM] | -6% |
| Cc1ccc(N(C)C(=O)c2cc(S(=O)(=O)N3CCCCC3)c[nH]2)cc1 | 51%[activator] | -5% | 4% | -7% | 1 | -6% | 0% | ? | -15% |
| Cn1nc(-c2ccccc2)c(-c2nc(-c3ccccc3Cl)no2)c1Cl | 120% | 2% | -3% | -4% | -1 | 38% | -1% | 149%[activator] | 65%[activator] |
| O=C(O)/C=C/C(=O)N1CCN(C(c2ccccc2)c2ccccc2)CC1 | 24% | i | 7% | -9% | 5 | -10% | -4% | -20% | -14% |
| CCc1ccc(OCC(=O)Nc2cccc3c2CCCC3)cc1 | 81%[activator] | nt | 6% | 1% | -3 | -2% | 1% | 80%[activator][59 µM] | 1% |
| CCOc1ccc(NC(=O)C2CCCN(c3nnc(C)c4c(C)n(-c5ccccc5)nc34)C2)cc1 (stereo not drawn) | 26% | 16% | 3% | -9% | -2 | -10% | -1% | -30%[59 µM] | -11% |
| COc1ccccc1NC(=O)CN(C)S(=O)(=O)c1cc(C)ccc1OC | 27% | 8% | -3% | 2% | 3 | 2% | 1% | 10% | -10% |
| COc1ccc(C2=NOC(C(=O)NCc3ccccc3)C2)cc1 (stereo not drawn) | -16% | -6% | -6% | 4% | 3 | 15% | -2% | nt | ? |
| COc1ccc(-c2cc(C3CCN(c4cc(Cl)nc(N)n4)CC3)[nH]n2)cc1 | -7% | 2% | -4% | 4% | 4 | -12% | -12% | nt | -31% |
| CSc1ccc(C#N)cc1NC(=O)c1ccccc1 | 28% | -3% | -6% | -1% | -7 | -2% | 1% | 2% | 5% |

Going on with the list:
| structure | HP1b binding inh | Tb PGK inh | ERG-DNA inh | Pin1 inh | PI4K2A block | BAZ2B block | GLS inhibitor | G9a block | JMJD2A Tudor |
| --- | --- | --- | --- | --- | --- | --- | --- | --- | --- |
| CC(=O)N1c2ccc(S(=O)(=O)N3CCCC(C(=O)NCc4ccccc4)C3)cc2CC1C (stereo not drawn) | 41%[activator] | 12% | 12% | 5% | 1 | -19% | 0% | 8% | -8% |
| COc1cccc(C2C(C(N)=O)=C(C)Nc3nc(CCCO)nn32)c1 (stereo not drawn) | 20%&25% | 3%&-10% | -15%&2% | -7%&-1% | 0&-1 | 1%&1% | 13%&2% | 11% | 2%&-14% |
| CCOC(=O)c1c[nH]c2c(Cl)ccc(Cl)c2c1=O | 23% | -7% | 3% | -6% | -4 | -9% | 5% | -1%[59 µM] | -14% |
| O=S(=O)(NC1c2cccc3cccc(c23)C1N1CCNCC1)c1ccccc1 (stereo not drawn) | 12% | 3% | -6% | -1% | 5 | 9% | 8% | -10%[59 µM] | -14% |
| CCN(CC)S(=O)(=O)c1ccc(Nc2cc(C)nc3ncnn23)cc1 | 25% | -3% | 0% | 0% | 5 | 1% | 2% | -33%[59 µM] | -24% |
| CC1CCC(CN2C(Nc3ccccc3)=NC[C@@H]2C)CC1 (stereo partly drawn) | 13% | 9% | -3% | -5% | 0 | -4% | -2% | 18% | -17% |

High-throughput results: PubChem BioAssay, National Center for Advancing Translational Sciences (NCATS)
